Compound activity deposited in PubChem by National Center for Advancing Translational Sciences (NCATS).
HCMV inh: human cytomegalovirus inhibition. HFF cells, HCMV-luciferase reporter, 72 h; active compounds read low. activity change, negative = inhibition, % at 57.5 µM. 410,000 tested, 4.5% active; in the data active = activity change below about -60%; inconclusive = no clear call, values can overlap the other calls; inactive = above about -39%
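Inhibition of viral replication was scored as loss of reporter luminescence in HFFs infected with HCMV-luciferase (MOI 1 PFU/cell) for 72 h; compounds tested at 2 doses, normalized to buffer and Salinomycin controls.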
HCV inhibitor: inhibitors of hepatitis C virus infection. AID 651820. Potency, µM (series often up to 41.8 µM), for inactives: top-dose activity change, negative = inhibition, usual class: inhibitors. Huh7.5.1 HCVcc-Cre infection, luciferase reporter, 44 h. 340,000 tested, 3.4% active; also: potency is read from the fitted curve at half-maximal effect
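Compounds are dispensed onto cells plated 4 h earlier at 1,000 per well, with HCVcc-Cre virus (about 0.5 moi) added next. Following 44 h of culture, luminescent signal is measured for 15 sec after 15 min with substrate at room temperature.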
AmpC inh detg: inhibitors of E. coli AmpC beta-lactamase with detergent. P00811. AmpC hydrolysis of nitrocefin, absorbance 480 nm, 0.01% Triton. Potency, µM (series often up to 114 µM), inactives show top-dose activity change, negative = inhibition, hits mostly inhibitors. 370,000 tested, 0.041% active. AID 485294;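 also: potency is read from the fitted curve at half-maximal effect; 0% = no-compound wells and -100% = no-enzyme wells; nearly all actives have a fitted effect of over 25% in size; some results filed as inactive show a strong effect at the top dose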
Target sequence (P00811 whole entry, looked up): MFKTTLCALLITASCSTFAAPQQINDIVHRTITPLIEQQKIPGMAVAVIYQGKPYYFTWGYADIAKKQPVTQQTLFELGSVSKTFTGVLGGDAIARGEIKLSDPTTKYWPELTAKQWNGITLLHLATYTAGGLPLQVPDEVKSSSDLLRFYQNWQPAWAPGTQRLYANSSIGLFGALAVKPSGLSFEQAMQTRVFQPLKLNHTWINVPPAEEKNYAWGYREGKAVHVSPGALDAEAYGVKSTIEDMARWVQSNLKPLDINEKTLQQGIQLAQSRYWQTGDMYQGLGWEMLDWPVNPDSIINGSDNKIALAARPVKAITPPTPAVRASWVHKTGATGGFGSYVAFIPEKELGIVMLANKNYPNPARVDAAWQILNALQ
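AmpC (5.3 nM in the dispensed reagent) in 20 mM phosphate pH 7.0 with 0.01% (detergent screen) or 0.0001% Triton X-100 was preincubated with compounds for 15 min at room temperature. Nitrocefin was then added from an 800 uM solution, and hydrolysis was followed at 480 nm.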
FBPA Giardia inh: Giardia lamblia aldolase inhibition | A8B2U2 | purified Giardia FBPA | Potency, µM (series often up to 59.6 µM), without a hit: at the top dose activity, negative = inhibition, most hits filed as inhibitors | 290,000 tested, 0.71% active; also: potency is read from the fitted curve at half-maximal effect; nearly all actives have a fitted effect of over 55% in size
Target sequence (A8B2U2 whole entry, looked up): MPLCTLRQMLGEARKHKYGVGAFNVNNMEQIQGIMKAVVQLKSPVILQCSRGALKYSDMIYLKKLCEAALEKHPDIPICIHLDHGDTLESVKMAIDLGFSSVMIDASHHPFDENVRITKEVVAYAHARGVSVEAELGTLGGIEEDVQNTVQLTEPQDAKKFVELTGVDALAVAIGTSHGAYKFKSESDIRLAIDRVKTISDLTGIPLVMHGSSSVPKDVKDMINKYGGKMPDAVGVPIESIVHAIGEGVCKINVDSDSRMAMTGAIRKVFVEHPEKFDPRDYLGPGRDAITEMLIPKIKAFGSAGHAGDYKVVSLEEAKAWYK
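40 nM FBPA preincubated 10 min at RT with compound (up to 57.5 uM final), then substrate plus GAPDH/TPI/NAD/arsenate coupling and diaphorase/resazurin added. Fluorescence read after 20 min at RT, 525/598 nm.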
AmpC inh no detg: AmpC beta-lactamase inhibition without detergent | Potency, µM (highest dose often 57.1 µM), for inactives: at the top dose activity change, negative = inhibition, actives largely listed as inhibitors | 330,000 tested, 0.52% active | AID 485341 | P00811 | AmpC nitrocefin hydrolysis, absorbance 480 nm, 0.0001% Triton;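 also: potency is read from the fitted curve at half-maximal effect; plate controls were no compound for no effect and no enzyme for full effect; nearly all actives have a fitted effect of over 20% in size; some results filed as inactive show a strong effect at the top dose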
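20 mM phosphate pH 7.0 + 0.01% (detergent screen) or 0.0001% Triton X-100; 5.3 nM AmpC reagent; cpd preinc 15 min RT; nitrocefin (800 uM stock) to start; A480 q20 s × 4 min; Activity was normalised to no-enzyme and no-compound control wells.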
Sm TGR block: S. mansoni TGR enzyme inhibition; 360,000 tested, 3% active; purified TGR, DTNB reduction, TNB absorbance 405 nm; Potency, µM (doses to about 114 µM), for inactives: top-dose activity change, negative = inhibition, hits mostly inhibitors; also: potency is read from the fitted curve at half-maximal effect; nearly all actives have a fitted effect of over 60% in size
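TGR 20 nM + NADPH 100 uM (dispensed conc.), cpd preinc 15 min RT; start with NADPH (500 uM addition) then DTNB (15 mM addition). Kinetic TNB absorbance, 405 nm filter. Four-parameter Hill fit across titration.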
* hit, by the source's call; ? = inconclusive; . = no result given; & = joins results of further samples; [ ] = remark or other dose. Unless noted, calls follow the shape of the dose curve; as a rule, active = well fitted curve in the direction sought with a large enough effect; inconclusive = small, poorly fitted or top-dose-only effect, or another doubt; inactive = no such curve, though single readings can be large; an effect the other way counts as inactive or inconclusive. Unless noted, % is scaled to controls: 0 for no effect and ±100 for the full control effect.

SMILES | HCMV inh | HCV inhibitor | AmpC inh detg | FBPA Giardia inh | AmpC inh no detg | Sm TGR block
COc1ccc(CCNC(=O)c2c(C)cc(=O)oc2C)cc1OC | 30 | 22% | -14% | 0% | -10% | 6%
CCC(C)Sc1ccc([C@@H]2[C@@H]3C(=O)N(CC)C(=O)[C@@H]3[C@]3(C(=O)OC)CCCCN23)cc1OC (stereo partly drawn) | 14 | 11µM* | . | . | 259%[activator] | .
NS(=O)(=O)c1ccc(CCNc2ncnc3c2c(-c2ccccc2)cn3-c2ccc(F)cc2)cc1 | -12 | 11µM* | 1% | -4% | 4.5µM* | -2%
COc1ccc(N/N=C(\C#N)C(=O)NCCc2ccc(OC)c(OC)c2)cc1 | 29 | -12% | -7% | -9% | 44% | -16%
O=C(COC(=O)c1cc(Br)ccc1Cl)NC1CCCC1 | -7 | -5% | -5% | 1% | -21% | -8%
COCCN1Cc2cccc(C(=O)NCc3cccnc3)c2C1=O | 18 | 6% | ? | -1% | -11% | -27%
COC(=O)C(CCSC)NC(=O)Cn1ncc2c([nH]c3ccccc32)c1=O (stereo not drawn) | 2 | . | 14% | . | . | -1%
CCCCCCNC(=O)C(=O)NCCc1ccc(Cl)cc1 | -31 | 18% | 2% | 4% | -9% | 1%
Cc1nn(CC(=O)Nc2cccnc2N2CCOCC2)c(=O)c2ccccc12 | . | . | ? | -8% | -9% | -23%
O=C(CCN1C(=O)/C(=C/c2ccccc2Cl)SC1=S)NCCc1ccc(O)cc1 | -101* | ? | ? | -8% | -30% | -5%
Cc1ccc(-c2nc3c(c(SCC(=O)N4CCOCC4)n2)Cc2c(CO)cnc(C)c2O3)cc1 | -28 | ? | 3% | -13% | 160%[activator] | 35µM*
O=C(CC(c1cccs1)N1Cc2ccccc2C1=O)Nc1cccc(F)c1 (stereo not drawn) | -6 | . | 9% | . | . | 6%

Four entries from above, with two lines to a compound:
Below each SMILES – HCMV inh | HCV inhibitor | AmpC inh detg | FBPA Giardia inh | AmpC inh no detg | Sm TGR block
> COc1ccc(N/N=C(\C#N)C(=O)NCCc2ccc(OC)c(OC)c2)cc1
  29 | -12% | -7% | -9% | 44% | -16%
> O=C(COC(=O)c1cc(Br)ccc1Cl)NC1CCCC1
  -7 | -5% | -5% | 1% | -21% | -8%
> COCCN1Cc2cccc(C(=O)NCc3cccnc3)c2C1=O
  18 | 6% | ? | -1% | -11% | -27%
> COC(=O)C(CCSC)NC(=O)Cn1ncc2c([nH]c3ccccc32)c1=O (stereo not drawn)
  2 | . | 14% | . | . | -1%

Remaining list, next part.
SMILES | HCMV inh | HCV inhibitor | AmpC inh detg | FBPA Giardia inh | AmpC inh no detg | Sm TGR block
CN1CCN(c2ccc(Cl)cc2NC(=O)CC2OC(=O)c3ccccc32)CC1 (stereo not drawn) | -15 | ? | -4% | . | -1% | -13%
CCOc1ccc(NC(=O)c2ccc3c(c2)c(C)c(C)n3Cc2ccc(F)cc2)cc1 | ? | . | 2% | . | . | 11%
Cc1ccc(S(=O)(=O)Nc2nc3n(n2)C(c2ccccc2Cl)C=C(c2ccccc2)N3)cc1 (stereo not drawn) | 17 | . | 27% | . | . | 2%
O=C(NCc1ccco1)C(c1cccnc1)N(C(=O)Cn1nnc2ccccc21)c1ccc(F)cc1 (stereo not drawn) | 19 | -10% | -7% | 11% | 21% | -2%
O=C(c1cc(S(=O)(=O)N2CCCC2)c[nH]1)N1CCN(c2cccc(Cl)c2)CC1 | -102* | . | -8% | . | . | -3%
Cc1nnc(SCC(=O)Nc2ccccc2N2CCOCC2)s1 | -18 | -3% | 4% | 0% | -15% | 1%
CC#CC[N+](C)(C)CCCCCC | 30 | 16% | 7% | 11% | -11% | 8%
CCCCCCC(O)(CCN1CCCCC1)c1ccccc1 (stereo not drawn) | ? | ? | 1% | -9% | 24% | 3%
N#Cc1c(N)nc(SCc2ccncc2)c(C#N)c1-c1cccs1 | ? | 0.56µM* | 0% | -2% | -10% | -15%
CN(C)S(=O)(=O)c1ccc(C(=O)NN2C(=O)NC3(CCCCC3)C2=O)cc1 | -4 | 11% | -14% | . | -12% | -18%
CCOC(=O)COc1nc(OC)nc(N2CCOCC2)n1 | 12 | 9% | -7% | 3% | -8% | -11%
Cc1[nH]c2ccccc2c1/C=N/NC(=O)c1ccccc1 | -10 | -29% | -3% | 2% | -38% | -2%
O=c1ccc2ccc(O[C@@H]3O[C@H](CO)[C@@H](O)[C@H](O)[C@H]3O)c(O)c2o1 | -5 | 34%[activator] | 4% | 0% | -19% | 6%
CCOC(=O)c1nc(NCc2ccccc2C)c2ccccc2n1 | -18 | ? | 10% | 1% | -12% | 3%
CCOC(=O)CNC(=O)c1cn(CC)c(=O)c2cc(OC)c(OC)cc12 | 54 | ? | 0% | -1% | -4% | -14%
COc1ccc(NC(=O)c2ccc(NC(=O)CCS(=O)(=O)c3cccs3)cc2)cc1 | 44&9 | -7% | 4%&17% | -1% | -35% | 8%&1%
CCc1nc(N2CCC3(CC2)OCCO3)c2nnn(Cc3ccccc3Cl)c2n1 | -4 | ? | ? | . | 86%[activator] | 5%
COC/C=C/C1=CC2=CC(=O)C(C)(OC(=O)c3cnc4ccccc4n3)C(=O)C2=CN1Cc1ccccc1 (stereo not drawn) | 1 | 33%[activator] | -6% | 2.2µM* | 99%[activator] | ?
COc1ccc(C(=O)c2cnc3ccc(C)cc3c2S(=O)(=O)c2ccccc2)cc1 | -98* | . | 2% | . | . | -3%
O=C(CCCn1c(SCC(=O)Nc2ccccc2C(F)(F)F)nc2ccccc2c1=O)NCC1CCCO1 (stereo not drawn) | 0 | 1% | -1% | -2% | 173%[activator] | ?
CCOC(=O)C1=C(C)NC(=O)C(C(N)=O)C1c1ccccc1 (stereo not drawn) | 21 | 7% | -4% | 7% | 123%[activator] | -5%
Cc1ccc2cc(C#N)c(N3CCCN(C(=O)c4cnccn4)CC3)nc2c1 | -9 | 24% | -1% | . | 63%[activator] | 3%
Cc1ccc(NC(=O)CSCC(=O)Nc2ncc3c(n2)CC(c2ccco2)CC3=O)cc1 (stereo not drawn) | . | 5% | 2% | -12% | -33% | 50µM*
COC(=O)c1c(C)[nH]c(C(=O)CN2CCOCC2)c1C | 27 | ? | ? | 2% | -14% | ?
O=C(CSCc1ccc([N+](=O)[O-])cc1)N/N=C/c1ccncc1 | -63* | 3% | -9% | 1% | -9% | -4%
CC1(C)Cc2c(sc3ncn4nnnc4c23)CO1 | . | . | ? | 0% | -12% | -21%
CN1C(=O)N(C)c2cccc3cccc1c23 | -11 | 5% | 1% | -9% | -6% | -17%
COc1ccc(N2CCN(C(=O)c3ccc(N(C)S(=O)(=O)c4ccc(OC)cc4)cc3)CC2)cc1 | -63* | ? | 3% | -5% | 127%[activator] | 0%
Cc1ccc2nc3c(cc(C#N)c(=N)n3CC3CCCO3)c(=O)n2c1 (stereo not drawn) | . | . | -8% | -20% | -9% | -2%
CC(C)CCn1nc(C(=O)OC(C)C(=O)NC(N)=O)c2ccccc2c1=O (stereo not drawn) | 2 | 10% | -16% | 3% | -3% | 1%
Cc1cc(C)c2oc(C(=O)Nc3c(C)n(C)n(-c4ccccc4)c3=O)cc(=O)c2c1 | -1 | . | 13% | . | . | 8%
Cc1ccc(-c2onc3ccc(C4OCCO4)cc23)cc1 | -27 | ? | -5% | 1% | 2% | -11%
COc1ccccc1N/C(=N/S(=O)(=O)c1ccc(C)cc1)c1ccccc1 | -13 | -6% | 0% | -1% | -14% | -1%
COC(=O)c1ccc(C(=O)OC)c(NC(=O)c2c(-c3ccccc3)c(-c3ccccc3)nn(C)c2=O)c1 | -6 | . | 0% | . | . | 4%
Cc1ccc(OCC(=O)Nc2ccc3c(c2)nc(CCN2CCOCC2)n3C)cc1 | -38 | -1% | ? | -5% | 51% | 0%
CCc1nnc(NS(=O)(=O)c2ccc(N=CC3=C(O)CC(C)(C)CC3=O)cc2)s1 | -16 | 16% | -2% | 4% | -19% | -15%

Rewritten with values under each structure: entries from further up
Values in the order: HCMV inh | HCV inhibitor | AmpC inh detg | FBPA Giardia inh | AmpC inh no detg | Sm TGR block
- CN1C(=O)N(C)c2cccc3cccc1c23
  -11 | 5% | 1% | -9% | -6% | -17%
- COc1ccc(N2CCN(C(=O)c3ccc(N(C)S(=O)(=O)c4ccc(OC)cc4)cc3)CC2)cc1
  -63* | ? | 3% | -5% | 127%[activator] | 0%
- Cc1ccc2nc3c(cc(C#N)c(=N)n3CC3CCCO3)c(=O)n2c1 (stereo not drawn)
  . | . | -8% | -20% | -9% | -2%
- CC(C)CCn1nc(C(=O)OC(C)C(=O)NC(N)=O)c2ccccc2c1=O (stereo not drawn)
  2 | 10% | -16% | 3% | -3% | 1%

More compounds follow:
SMILES | HCMV inh | HCV inhibitor | AmpC inh detg | FBPA Giardia inh | AmpC inh no detg | Sm TGR block
CCn1c(SCC(=O)c2ccc(Cl)cc2)nnc1-c1cccs1 | -17 | ? | -1% | -6% | -21% | -17%
Cn1c(Cn2cnc([N+](=O)[O-])n2)nnc1SCC(=O)Nc1cccc(Cl)c1 | 31 | 16% | 1% | -17% | -3% | -5%
CC(=O)Nc1ccc(N2CCOCC2)c(Cl)c1 | 5 | 14% | -9% | -3% | -13% | .
COC(=O)c1ccc(C)c(NC(=O)C(CCSC)NC(=O)c2cc(OC)c(OC)c(OC)c2)c1 (stereo not drawn) | 35 | -20% | -1% | 8% | 91%[activator] | 12%
CCOC(=O)c1c(S(=O)(=O)N2CCC(C(=O)Nc3ccc(C)cc3C)CC2)c(C)n(C)c1C | 2 | . | 10% | . | . | 45%[activator]
O=C(Nc1ccc(N2CCN(C(=O)c3cccs3)CC2)cc1)c1ccccc1F | -6 | -21% | -1% | 9% | -19% | -8%
Cc1csc(=O)n1CC(=O)OCC(=O)NCc1ccccc1 | 1 | 13% | -12% | . | -10% | 1%
COc1cc2c(cc1OC)C(C(=O)Nc1ccccn1)C(c1cccnc1)N(C)C2=O (stereo not drawn) | -8 | 6% | -1% | 5% | -5% | 13%
